Screening data as filed in PubChem.
AMA1 RON2 block – disrupts binding of P. falciparum AMA1 to RON2 | actives 0.2% (n = 360,000) | Potency, µM (titrated, usually from 58.2 µM), for inactives: at the highest dose activity change, negative = inhibition, most hits filed as inhibitors | AID 720542 | AlphaScreen AMA1-biotinylated RON2 peptide binding;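 also: potency is read from the fitted curve at half-maximal effect; 0% = vehicle wells and -100% = peptide control; nearly all actives have a fitted effect of over 45% in size; some results filed as inactive show a strong effect at the top dose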
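AMA1 (3D7) with his tag at 25 nM final met compounds first, then biotinylated RON2 peptide at 25 nM; detection used donor plus acceptor beads, 10 µg/mL apiece, read by AlphaScreen after 30 min at room temperature.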
Sm TGR inh – blocks Schistosoma mansoni thioredoxin glutathione reductase | purified TGR, DTNB reduction, TNB absorbance 405 nm | Potency, µM (highest dose often 114 µM), for the others: at the highest dose activity change, negative = inhibition, most hits filed as inhibitors | actives 3% (n = 360,000) | AID 485364; also: potency is read from the fitted curve at half-maximal effect; nearly all actives have a fitted effect of over 60% in size
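First, TGR (20 nM dispensed) and NADPH were mixed with compound. Second, a 15 min room-temperature incubation followed. Third, further NADPH and then DTNB were added to start the reaction. Finally, TNB absorbance was monitored kinetically.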
TbPYK inhibitor – blocks Trypanosoma brucei pyruvate kinase. AID 624173. actives 0.12% (n = 410,000). TbPYK enzyme, Kinase-Glo Plus ATP luminescence, 45 min. Q57TT1. Potency, µM (top dose mostly 76.8 µM), for inactives: at the top dose activity, negative = inhibition, hits mostly inhibitors; also: potency is read from the fitted curve at half-maximal effect; nearly all actives have a fitted effect of over 50% in size
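T. brucei PYK with substrate was exposed to pin-transferred compounds across a concentration series, then started with 130 uM ADP (final). After 45 min at room temperature, Kinase-Glo Plus luminescence was read, normalized and curve-fitted.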
AmpC inh no detg – AmpC beta-lactamase inhibition without detergent; AmpC nitrocefin hydrolysis, absorbance 480 nm, 0.0001% Triton; actives 0.52% (n = 330,000); AID 485341; P00811; Potency, µM (doses to about 57.1 µM), for inactives: at the top dose activity change, negative = inhibition, usual class: inhibitors;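 also: potency is read from the fitted curve at half-maximal effect; plate controls were no compound for no effect and no enzyme for full effect; nearly all actives have a fitted effect of over 20% in size; some results filed as inactive show a strong effect at the top dose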
Target sequence (P00811 whole entry, looked up): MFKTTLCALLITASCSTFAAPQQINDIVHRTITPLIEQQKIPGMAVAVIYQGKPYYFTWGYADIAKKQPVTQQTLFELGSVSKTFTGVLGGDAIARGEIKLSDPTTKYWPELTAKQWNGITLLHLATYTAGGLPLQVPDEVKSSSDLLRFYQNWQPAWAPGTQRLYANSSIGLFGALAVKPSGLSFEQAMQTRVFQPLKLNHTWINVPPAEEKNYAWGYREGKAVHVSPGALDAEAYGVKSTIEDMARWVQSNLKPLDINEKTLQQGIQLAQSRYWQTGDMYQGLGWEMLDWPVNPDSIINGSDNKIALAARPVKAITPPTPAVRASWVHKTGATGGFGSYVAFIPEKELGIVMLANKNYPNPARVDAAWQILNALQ
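20 mM phosphate pH 7.0 + 0.01% (detergent screen) or 0.0001% Triton X-100; 5.3 nM AmpC reagent; cpd preinc 15 min RT; nitrocefin (800 uM stock) to start; A480 q20 s × 4 min; Activity was normalised to no-enzyme and no-compound control wells.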
AmpC detergent – inhibitors of E. coli AmpC beta-lactamase with detergent; P00811; AmpC hydrolysis of nitrocefin, absorbance 480 nm, 0.01% Triton; Potency, µM (doses to about 114 µM), without a hit: at the highest dose activity change, negative = inhibition, usual class: inhibitors; actives 0.041% (n = 370,000); AID 485294;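 also: potency is read from the fitted curve at half-maximal effect; 0% = no-compound wells and -100% = no-enzyme wells; nearly all actives have a fitted effect of over 25% in size; some results filed as inactive show a strong effect at the top dose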
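20 mM phosphate pH 7.0 + 0.01% (detergent screen) or 0.0001% Triton X-100; 5.3 nM AmpC reagent; cpd preinc 15 min RT; nitrocefin (800 uM stock) to start; A480 q20 s × 4 min; Activity was normalised to no-enzyme and no-compound control wells.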
LmPK inh – inhibitors of Leishmania mexicana pyruvate kinase | Q27686 | actives 0.37% (n = 290,000) | purified LmPK, Kinase-Glo ATP luminescence, 1 h | Potency, µM (titrated, usually from 57.5 µM), for the others: at the top dose activity change, negative = inhibition, hits mostly inhibitors; also: potency is read from the fitted curve at half-maximal effect
Target sequence (Q27686 whole entry, looked up): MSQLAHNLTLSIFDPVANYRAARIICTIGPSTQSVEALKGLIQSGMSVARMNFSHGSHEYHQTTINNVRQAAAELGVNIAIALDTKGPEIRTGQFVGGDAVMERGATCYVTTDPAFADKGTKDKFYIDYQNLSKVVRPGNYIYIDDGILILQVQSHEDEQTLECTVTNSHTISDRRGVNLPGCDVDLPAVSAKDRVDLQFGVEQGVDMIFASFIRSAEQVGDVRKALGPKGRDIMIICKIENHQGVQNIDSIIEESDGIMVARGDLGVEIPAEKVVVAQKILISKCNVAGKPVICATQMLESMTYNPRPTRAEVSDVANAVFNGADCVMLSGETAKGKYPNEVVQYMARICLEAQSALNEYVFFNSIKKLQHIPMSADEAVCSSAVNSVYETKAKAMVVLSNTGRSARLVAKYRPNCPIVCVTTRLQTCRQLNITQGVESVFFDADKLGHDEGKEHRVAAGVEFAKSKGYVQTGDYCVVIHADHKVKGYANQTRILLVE
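Purified LmPK (0.1 nM) with 0.5 mM PEP and 0.1 mM ADP in imidazole buffer pH 7.2 with MgCl2/KCl, 1 h at room temperature. ATP formed was read by luciferase luminescence and normalized to no-enzyme and uninhibited controls.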
HCMV antiviral – blocks human cytomegalovirus replication | HFF cells, HCMV-luciferase reporter, 72 h; stronger effect = lower value | actives 4.5% (n = 410,000) | activity change, negative = inhibition, % at 57.5 µM; in the data active = activity change below about -60%; inconclusive = no clear call, values can overlap the other calls; inactive = above about -39%
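Human foreskin fibroblasts infected with luciferase-reporter HCMV at MOI 1 PFU/cell, compounds at two doses. Luciferase measured 72 h post infection; normalized to buffer-only basal and Salinomycin (10uM) controls.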
Active calls of the source: *; ? = inconclusive; . = no result given; [ ] = remark or other dose. Unless noted, calls follow the shape of the dose curve; as a rule, active = well fitted curve in the direction sought with a large enough effect; inconclusive = small, poorly fitted or top-dose-only effect, or another doubt; inactive = no such curve, though single readings can be large; an effect the other way counts as inactive or inconclusive. Unless noted, % is scaled to controls: 0 for no effect and ±100 for the full control effect.

SMILES	AMA1 RON2 block	Sm TGR inh	TbPYK inhibitor	AmpC inh no detg	AmpC detergent	LmPK inh	HCMV antiviral
Cc1cccc(C(=O)NCc2ccco2)c1	-1.5%	44.7µM*	-4.2%	-25.9%	?	5.6%	32.9
CC(C)(C)c1ccc(SCCc2cccnc2)cc1	18.2%	-6.6%	-0.7%	1.6%	-1.2%	-1.2%	85.5
Cc1nn(Cc2ccccc2)c(C)c1C(=O)Nc1ccc(N2CCOCC2)cc1	-4.1%	13.9%[11.4 µM]	-5.1%	-3.4%	-11.0%	3.8%	78.5
COc1cc2ccccc2cc1C(=O)N(CCN(C)C)c1nc2ccc(C)cc2s1	-27.4%	3.1%	2.1%	144.9%[activator]	-13.1%	5.3%	-7.7
O=C(NC(Cc1ccc2c(c1)OCO2)C(=O)NC(Cc1ccccc1)C(=O)O)c1ccccc1 (stereo unspecified)	-3.5%	0.0%	1.5%	-24.9%	?	5.9%	18.5
COc1ccc(-c2n(Cc3ccccc3)c3ccccc3[n+]2Cc2ccccc2)cc1	-8.2%	.	2.8%	1.0%	-7.2%	4.9%	-98.0*
COc1cc(NC(=O)c2cc(Cl)c(OC)c(Cl)c2)ccc1NC(=O)c1cc2ccccc2o1	.	-2.1%	1.9%	.	8.0%	.	26.0
COc1ccc(N2CCN(CCCNC(=O)C3(S(=O)(=O)c4ccc(Cl)cc4)CC3)CC2)cc1	?	-17.6%	4.0%	139.1%[activator]	-14.5%	5.3%	.
COc1cccc(C(=O)NCCN2C(=O)S/C(=C/c3cccs3)C2=O)c1OC	-14.3%	-4.0%	-8.9%	1.5%	-11.9%	0.3%	-9.0
Cc1c(C(=O)O)cccc1-n1c(C)cc(/C=N/Nc2ccc([N+](=O)[O-])cn2)c1C	74.1%[activator]	-26.0%	8.4%	-23.5%	-4.7%	-1.1%	-25.0
CNc1snc(C)c1C(=O)OCC(=O)Nc1ccc(C)cc1F	12.9%	7.1%	-4.6%	-5.3%	-2.0%	.	-28.4
CC1(C(=O)NS(=O)(=O)c2cccc(F)c2)CCN1C(=O)C1CCCCC1 (stereo unspecified)	16.5%	.	6.8%	.	.	.	105.4
Cc1ccccc1OCCNC(=O)c1ccco1	0.0%	-6.2%	-2.6%	-6.5%	1.3%	2.5%	8.1
CC(OC(=O)/C=C/c1cccc(Cl)c1)C(=O)NC1CCCCC1C (stereo unspecified)	4.8%	?	-1.0%	-2.5%	0.4%	.	-14.4
CC(NC(=O)COc1cccnc1[N+](=O)[O-])c1ccc(Cl)cc1Cl (stereo unspecified)	-1.4%	?	4.4%	20.6%	3.4%	-2.7%	-23.4
Cc1ccccc1NC(=O)C[n+]1cc(-c2ccccc2)n2c1CCC2	-14.7%	4.3%	-1.5%	0.2%	1.0%	0.7%	-11.0
Cc1cc(C)c2oc(C(=O)Nc3ccc(S(=O)(=O)Nc4nccs4)cc3)cc(=O)c2c1	0.0%	2.1%	3.4%	-11.9%	-11.3%	1.5%	-37.4
O/N=C1\CCCc2nnc3c(c21)CCCC3	7.4%	2.9%	1.5%	2.0%	-12.6%	1.4%	28.0
COc1ccc(C(=O)CSc2nc3c(c(=O)n(C)c(=O)n3C)n2C)cc1	.	0.0%[57.1 µM]	.	-18.6%	-9.1%	-9.3%	.
CCN1C(=O)[C@H]2[C@@H](c3ccc(C)cc3)N3C(=O)N(c4cccc(Br)c4)C(=O)[C@@]3(CC)[C@H]2C1=O	6.3%	2.9%	2.6%	172.2%[activator]	?	.	-19.8
COc1ccc(N2CCN(C(=O)CCS(=O)(=O)c3ccc(C)cc3)CC2)cc1	-6.4%	25.1µM*	2.0%	64.6%[activator]	3.3%	0.4%	1.3
Cc1ccc(-c2nc3c(=O)n(-c4ccccc4)c4c(c(=O)n(C)c(=O)n4C)c3o2)cc1	1.3%	18.5%	-6.5%	-10.4%	1.2%	4.8%	-13.6
Cc1cc(C)nc(SC(C(=O)O)c2ccccc2)n1 (stereo unspecified)	0.0%	1.0%	0.9%	-13.1%	-10.4%	-0.7%	1.0
COC(=O)C(Cc1c[nH]c2ccccc12)NC(=O)CNC(C)=O (stereo unspecified)	5.6%	0.7%	-5.2%	-10.7%	-2.7%	4.8%	39.1
COc1ccc(-c2nc(SCC(=O)NCC3CCCO3)c(-c3ccc(Cl)cc3)[nH]2)cc1 (stereo unspecified)	.	-1.5%	-1.0%	.	1.5%	.	-19.8

Additional compounds
SMILES	AMA1 RON2 block	Sm TGR inh	TbPYK inhibitor	AmpC inh no detg	AmpC detergent	LmPK inh	HCMV antiviral
O=c1cc(CSc2nnnn2-c2ccccc2)nc2scc(-c3ccccc3)n12	-5.2%	-15.1%	-7.0%	-34.1%	-14.7%	5.6%	18.5
CCN(CC)CCOC(=O)c1ccc(NC(=O)Cn2ncc3c2-c2cc(C)ccc2OC3)cc1	.	6.6%	2.6%	.	17.2%	.	-7.0
CCN(C(=O)c1ccc(=O)n(C)n1)c1c(N)n(Cc2ccccc2)c(=O)[nH]c1=O	6.4%	.	3.5%	-7.3%	.	.	-76.6*
COc1ccccc1N1CCN(/N=C(\C)c2ccccc2O)CC1	-4.8%	10.0%	-8.9%	10.0%	-14.0%	-0.7%	-4.4
Cc1cc(C)c(S(=O)(=O)NCc2cn3c(C)csc3n2)cc1C	-7.6%	16.9%	-1.1%	-2.9%	-17.5%	-0.8%	-0.7
Cn1cccc1C(=O)NC(=O)COC(=O)c1cc(Cl)ccc1[N+](=O)[O-]	-5.8%	-10.9%	3.0%	-25.3%	4.2%	10.9%	-10.4
Cc1ccc(C2NC(=S)N3C(c4ccc(C)cc4)NC(=S)N23)cc1 (stereo unspecified)	129.0%[activator]	.	-28.5%	.	.	.	19.8
Cc1ccccc1Cn1ccc(NC(=O)c2cc3nc(-c4ccco4)cc(C(F)(F)F)n3n2)n1	12.8%	4.0%	6.0%	-3.4%	-6.8%	4.1%	66.6
CCn1c(=O)c(C(=O)NNC(=O)Cc2ccccc2)c(O)c2ccccc21	78.4%[activator]	6.1%	5.9%	-12.1%	-8.9%	6.5%	-12.0
CC[C@H](C)[C@@H](CN[C@H](CCCCNC)CNC)NCC1CCCC1	164.6%[activator]	4.0%	3.3%	1.7%	-9.8%	-0.1%	?
O=C(COC(=O)C1=COCCO1)Nc1cccc(Oc2ccccc2)c1	-7.7%	-1.0%	13.4%	4.9%	21.5%	9.0%	41.4
Cc1cc(C(=O)NNC(=O)/C=C/c2ccco2)c(C)o1	-2.3%	2.82µM*	-9.1%	-19.8%	?	.	-13.0
COc1ccc(NC(=O)Nc2c(C)n(C)n(-c3ccccc3)c2=O)c(OC)c1	6.5%	0.4%	-6.1%	-13.7%	?	-7.1%	10.4
CCc1ccc(NC(=S)N2CCCCCCC2)cc1	-18.8%	7.7%	-1.7%	-14.4%[11.4 µM]	?	2.6%	-16.3
O=C(Nc1ccccn1)c1ccc(-c2ccccc2)cc1	-7.7%	10.1%	-8.9%	-22.5%	?	-5.2%	-78.3*
CC1=C(C#N)C(NC(=O)c2ccc(C)cc2)(C(F)(F)F)C(=O)N1 (stereo unspecified)	6.8%	15.9%	5.8%	-4.9%	-1.8%	-1.8%	-19.2
Cc1ccc(NC(=O)Cn2c(=O)c(C(F)(F)F)nc3ccccc32)c(C)c1	.	8.5%	-1.2%	.	2.9%	.	25.4
c1cnc(NC2C3CC4CC(C3)CC2C4)nc1 (stereo unspecified)	-0.8%	5.3%	-1.4%	-43.5%	-13.0%	7.5%	-11.9
COc1ccc(-c2noc(CCC(=O)NCc3cc(Br)ccc3OC)n2)cc1	-3.4%	11.5%	3.2%	.	-1.6%	-1.9%	?
Cc1ccc(CNC(=O)c2nnn(CC(=O)Nc3cc(C)ccc3C)c2N)cc1	.	3.6%	-8.1%	.	4.2%	.	4.0
O=C(N/N=C/C=C\c1ccccc1[N+](=O)[O-])c1ccncc1	74.5%[activator]	19.1%	3.0%	-18.9%	2.5%	11.4%	?
CC1=C(C(=O)Nc2ccccc2)C(c2ccc(C(=O)O)cc2)n2ncnc2N1 (stereo unspecified)	.	-1.6%	-4.8%	.	10.5%	.	21.8
CC(C)(C)C(=O)CNCC(=O)C(C)(C)C	-4.1%	6.8%	-0.3%	-12.2%	-3.9%	5.0%	8.2
CCO[C@@H]1OC(C(N)=O)=C[C@H](C(C)(C)C)[C@H]1CCCO	5.2%	.	-1.3%	.	.	.	11.1
COc1cc([N+](=O)[O-])ccc1NC(=O)COC(=O)c1n[nH]c2ccccc12	-0.1%	-7.1%	2.4%	-55.4%	-1.1%	-1.8%	33.8
CCC(C)[C@H](NC(=O)NCc1ccccn1)C(=O)OC (stereo partly specified)	-11.2%	4.5%	0.2%	-16.7%	-1.1%	-2.3%	-17.8
NCCCC[C@@H]1NC(=O)c2cc([N+](=O)[O-])cc(F)c2NCCCC[C@@H](C(N)=O)NC(=O)[C@H](CCC(N)=O)NC1=O	28.8%	-8.3%	4.5%	-1.7%	?	1.7%	-25.9
COc1ccc(OC)c(NC(=O)CN2C(=O)NC(C)(c3ccc4c(c3)OCCO4)C2=O)c1 (stereo unspecified)	-8.7%	-6.8%	-9.3%	0.6%	10.4%	.	?
COC(=O)c1cc(OC)c(OC)cc1N=CC1=C(O)CC(C)(C)CC1=O	11.7%	?	-10.2%	-2.1%	?	-7.3%	3.8
O=C(Cc1ccccc1F)Nc1cc(S(=O)(=O)N2CCCCC2)ccc1N1CCOCC1	-5.7%	.	0.9%	.	.	.	11.8

This is a random part of the collection, and some 7.4% of all compounds hit somewhere here.
